From PubChem
GPR55 LPI antagonism – inhibition of LPI-stimulated GPR55 beta-arrestin translocation – imaging, U2OS, beta-arrestin-GFP, LPI agonist, primary screen (AID 2013); actives 0.13% (n = 290,000); U2OS GPR55 beta-arrestin-GFP translocation imaging, LPI antagonism; higher % means a stronger effect; inhibition, % at 10 µM, or IC50 in µM where a hit was titrated;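 active = spots per cell inhibited over 60%, with over 100 cells counted and total cytoplasm intensity under 500,000; inconclusive = wells with under 100 cells, flagged as likely toxic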;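 also: U2OS cells stably carrying GPR55 and arrestin-GFP stimulated by 5 µM LPI near EC80; imaged beta-arrestin-GFP aggregate spots per cell after agonist stimulation; plate controls were LPI-stimulated DMSO wells for no effect and DMSO wells without LPI for full effect; some results filed as inactive read as strong as hits; confirmed hits need IC50 under 10 µM and bright autofluorescent wells are also inconclusive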
MgcRacGAP inhibition – MgcRacGAP GTPase-activating activity inhibitors, confirmation, biochemical, ADP Hunter fluorescence; MgcRacGAP-stimulated Rac1 GTP hydrolysis, ADP Hunter fluorescence; higher % means a stronger effect; GST-tagged Rac1 F28L mutant substrate; inhibition, % at 30 µM, or IC50 in µM where a hit was titrated; actives 0.6% (n = 340,000);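 active = first-screen hits whose inhibition reached a set limit at any dose in the follow-up dose series; inconclusive = inhibition above the set first-screen limit but never retested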;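 also: fluorescence reports GDP produced by GAP-driven GTP hydrolysis; strong numbers were not always called active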
Large T inhibition – TAg ATPase/helicase activity blockers – biochemical (AID 1903); actives 0.39% (n = 310,000); SV40 large T antigen ATPase/helicase inhibition assay; higher % means a stronger effect; one-dose inhibition, % at 20 µM; IC50 in µM for titrated hits; in the data active = a potency from the dose series; inconclusive = inhibition mostly from about 32% at the one dose, without a potency; inactive = the rest, 99 in 100 with inhibition below about 32%; also: strong numbers were not always called active
LYP phosphatase – PTPN22 lymphoid phosphatase activity blockers – biochemical, fluorescence intensity, uHTS (AID 1779) | recombinant LYP phosphatase, fluorescence intensity; higher % means a stronger effect | inhibition, % at 11.5 µM, or IC50 in µM where a hit was titrated | actives 0.054% (n = 290,000); in the data active = inhibition above about 50%;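 also: plate controls were vehicle with enzyme for no effect and no enzyme for full effect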
GPR55 activation – GPR55 agonists via beta-arrestin recruitment, primary screen, imaging, U2OS cells, beta-arrestin-GFP redistribution (AID 1961); U2OS GPR55 beta-arrestin-GFP redistribution imaging; higher % means a stronger effect; activation, % at 10 µM; hits with a dose series show EC50 in µM; actives 0.048% (n = 290,000);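 active = activation above 40% with more than 50 cells counted in the well; inconclusive = wells holding fewer than 50 cells, flagged as toxic or sparse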;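 also: U2OS osteosarcoma cells stably expressing GPR55 and beta-arrestin-GFP; plate controls were DMSO negative control for no effect and LPI positive control for full effect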
NTR1 agonist – agonists of NTR1, primary screen, imaging, U2OS cells, beta-arrestin-GFP, high content (AID 493036) | P30989 | NTR1-U2OS beta-arrestin-GFP spot imaging, agonist mode | activation, % at 20 µM | actives 0.17% (n = 330,000);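 active = activation at or above 40% of the spot to cytoplasm intensity ratio, with at least 20 cells analyzed; inconclusive = wells under 20 cells, flagged as cytotoxic or low count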;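 also: 0% = DMSO without peptide and 100% = 100 nM NTR1 peptide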
Target sequence (P30989 whole entry, looked up): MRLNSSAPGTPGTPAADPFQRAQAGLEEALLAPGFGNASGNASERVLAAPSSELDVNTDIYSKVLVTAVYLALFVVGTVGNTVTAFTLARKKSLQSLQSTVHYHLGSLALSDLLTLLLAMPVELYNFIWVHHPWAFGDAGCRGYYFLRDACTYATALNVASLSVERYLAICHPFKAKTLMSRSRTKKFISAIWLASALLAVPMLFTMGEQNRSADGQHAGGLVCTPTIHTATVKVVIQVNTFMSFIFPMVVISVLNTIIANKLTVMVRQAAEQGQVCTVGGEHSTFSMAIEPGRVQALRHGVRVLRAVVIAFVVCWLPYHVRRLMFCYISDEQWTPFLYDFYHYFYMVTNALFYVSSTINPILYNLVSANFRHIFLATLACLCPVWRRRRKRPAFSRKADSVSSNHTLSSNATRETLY
Lipid droplet – hepatic lipid droplet formation modulation; inhibition, % at 6.5 µM; AML12 mouse hepatocytes, oleate lipid droplets, BODIPY imaging; actives 0.4% (n = 240,000); AID 1656;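 active = lipid droplet intensity inhibited by at least 50%, with more than 500 cells counted; inconclusive = wells with under 300 cells, treated as cytotoxic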
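Material – mouse AML12 hepatocyte cell line, fixed after treatment · Compound dosing – one dose, 6.5 µM compound · Times – compound with oleate, overnight · Measured by – Image-based BODIPY and DAPI two-channel analysis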
GPR35 antagonists – GPR35 antagonists blocking zaprinast-driven arrestin recruitment, primary screen, imaging, U2OS, beta-arrestin-GFP, zaprinast agonist (AID 2058); U2OS GPR35 beta-arrestin-GFP translocation imaging, zaprinast antagonism; higher % means a stronger effect; one-dose inhibition, % at 10 µM; IC50 in µM for titrated hits; actives 0.052% (n = 290,000);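 active = inhibition of at least 50% with at least 30 cells and total cytoplasm GFP at most 10,000,000; inconclusive = under 30 cells or total GFP of 10,000,000 plus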
T cell modulator – modulates CD8 T cell binding to vesicles | 2C CD8+ T cell-vesicle binding, flow cytometry; active compounds read low | calls only at 7 µM | actives 0.068% (n = 330,000);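 active = response, share of CD8 T cells binding vesicles, and their 90th percentile fluorescence all below set limits, cut at about 80% in these data, passing the limit was not always enough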
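Test system: purified 2C TCR transgenic mouse naive CD8+ T cells. Probe or stimulus: QL9-peptide-loaded Drosophila micro-vesicles bearing Ld, ICAM-1 and B7-1. Incubation: binding step 1.5 h, 37 °C, antibody labelling 20 min, ice. Measured by: flow cytometry of vesicle-bound cells.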
Lipid droplet cells 6.5 µM – recorded beside Lipid droplet, whose call it bears; cell count; measured here: cell count, cytotoxicity flag;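 cells counted across two imaged fields per well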
T cell modulator vesicle-bound % – second read-out of T cell modulator, no call of its own (marks repeat the call); double positive events, %; measured here: CD8+ vesicle-bound cell fraction;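 binding gate set so that unloaded-vesicle control wells show 10% double positive cells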
NTR1 agonist cell count 20 µM – further read-out of NTR1 agonist, marked with its call; cell count; measured here: cell count, cytotoxicity flag
* = called active by the depositor; i = inactive; u = inconclusive; x = not tested or not shown. Not all compounds are listed; rates above refer to the full screens.

SMILES | GPR55 LPI antagonism | MgcRacGAP inhibition | Large T inhibition | LYP phosphatase | GPR55 activation | NTR1 agonist | NTR1 agonist cell count 20 µM | Lipid droplet | Lipid droplet cells 6.5 µM | GPR35 antagonists | T cell modulator | T cell modulator vesicle-bound %
COC(=O)C1=C(c2cc3ccccc3o2)C[C@@H]2CC[C@H]1N2C(=O)NCc1cccc2ccccc12 | x | 10% | 8% | x | x | -1.7 | 45 | x | x | x | i | 23
CC(C)n1cc(C(=O)N(CC(=O)NC(C)(C)C)Cc2ccccc2)cn1 | 15% | 11% | 0% | -7% | 0.0% | -1.6 | 49 | 18 | 730 | 7% | i | 44
C/C(=N\NP(=S)(c1ccccc1)c1ccccc1)c1ccc(O)cc1O | 4% | 3% | 18% | -6% | 0.9% | 0.2 | 54 | 24 | 749 | -1% | i | 56
COc1cc(Br)cc(CN2CCN(C)CC2)c1O | 4% | 3% | 22% | -2% | -0.2% | 0.2 | 85 | 0 | 792 | 12% | i | 16
CN1CCC(OC(=O)c2cccc(F)c2)CC1 | 1% | 5% | 7% | -9% | -0.1% | -1.0 | 87 | -15 | 782 | 5% | i | 32
CCCC[n+]1cc(/N=C(\[O-])OC)on1 | 14% | 2% | 11% | -6% | 0.0% | -1.7 | 75 | x | x | -1% | i | 46
CCCCN1C(=O)/C(=C/C=C/c2ccco2)C(=O)NC1=S | 15% | u | 8µM* | 3% | -0.5% | x | x | 9 | 637 | -20% | x | x
O=[N+]([O-])c1ccc(N2CCNCC2)cc1N1CCCCCC1 | 0% | 14% | 6% | 4% | -0.2% | 2.8 | 55 | -17 | 636 | 8% | i | 21
O=C(O)COc1ccc(Cl)cc1Cl | x | -7% | 13% | x | x | -0.9 | 65 | x | x | x | i | 38
COc1cc(CN=C(C)c2c(O)n(C3CCCCC3)c(=O)[nH]c2=O)cc(OC)c1 | 0% | 5% | 21% | -1% | 0.2% | 7.2 | 48 | 5 | 724 | -12% | i | 42
CCCCOc1ccc(CN2CCN(CC)CC2)cc1 | 4% | 8% | 18% | -15% | 0.3% | 0.3 | 41 | 0 | 748 | 3% | i | 38
COc1ccc(CCNCc2sccc2C)cc1OC | 10% | 8% | -5% | -5% | -0.4% | 0.7 | 69 | 8 | 714 | 1% | i | 39
CN(C(=O)Oc1ccc([N+](=O)[O-])cc1)c1ccccc1 | 13% | 0% | 15% | -3% | -0.2% | -0.4 | 48 | 5 | 671 | -16% | i | 41
CC(=O)Nc1ccc(S(=O)(=O)NC(CC(=O)N2CCC3(CC2)OCCO3)C(C)C)cc1 (stereo unspecified) | -10% | 5% | 5% | -2% | 0.1% | 0.4 | 64 | 5 | 578 | -5% | i | 58
Cc1nc2ccccc2c(=O)n1-c1ccc(Cl)cc1Cl | -4% | 2% | 5% | -8% | -0.2% | 2.3 | 66 | -1 | 886 | 5% | i | 38
Cc1ccc2c(c1)N(CCC(=O)N1CCC3(CC1)OCCO3)C(=O)C(C)O2 (stereo unspecified) | 3% | 3% | 27% | 1% | -0.1% | x | x | x | x | 5% | x | x
CCCN1CCc2cccc3c2[C@H]1Cc1ccc(O)c(O)c1-3 | x | 25% | 30µM* | x | x | 2.3 | 46 | x | x | x | i | 63
CCC(=NCCO)c1c(O)n(C2CCCCC2)c(=O)[nH]c1=O | 8% | 11% | 4% | -2% | -0.4% | -1.6 | 34 | x | x | 7% | i | 15
O=c1[nH]c(=O)n(-c2cccc3ccccc23)c(O)c1C=NCCCn1ccnc1 | 2% | 5% | 18% | -8% | -0.2% | 0.6 | 46 | 2 | 754 | 8% | i | 41
COc1ccc(OC)c2c1CCC1NCCOC21 (stereo unspecified) | -6% | -1% | u | -14% | 0.6% | -1.6 | 69 | 8 | 647 | 8% | i | 38
COC(=O)N1C(c2ccccc2)C1c1ccccc1 (stereo unspecified) | 25% | x | x | -7% | -0.1% | 1.4 | 47 | -1 | 755 | 12% | i | 42
O=[N+]([O-])c1ccccc1CNCCc1c[nH]c2ccccc12 | 15% | 28% | 7% | 0% | -0.3% | 0.2 | 50 | 3 | 803 | 6% | i | 57
C=CCOC(=O)C1=C(C)OC(N)=C(C#N)[C@@]12C(=O)N(CC(N)=O)c1ccccc12 | 11% | 4% | 0% | -5% | 0.6% | -2.7 | 48 | x | x | -2% | i | 16
O=C1NC(=O)C(=Cc2ccc(OCC(=O)N3CCOCC3)cc2)C(=O)N1 | -12% | -1% | 19% | -6% | -0.3% | 1.3 | 76 | -1 | 709 | -4% | i | 12
CCCC/C(C)=C/[C@@H](NP(=O)(c1ccccc1)c1ccccc1)c1ccccc1 | 2% | 2% | 5% | 6% | -0.1% | 7.7 | 86 | -22 | 775 | -3% | i | 12
O=C(N/N=C/c1c(O)n(CCc2ccccc2)c(=O)[nH]c1=O)c1ccccc1O | -4% | 9% | 5% | -2% | -0.2% | 1.8 | 67 | -20 | 775 | -14% | i | 25
O=C(COc1ccccc1)N1CCN(CC(O)COc2ccccc2)CC1 (stereo unspecified) | 14% | 7% | 5% | -3% | 0.0% | 0.5 | 78 | 6 | 766 | 12% | i | 25
Cc1cccn2c(=O)c3c(nc12)N1CCCCCC1C1(C3)C(=O)N(C)C(=O)N(C)C1=O (stereo unspecified) | -2% | x | 5% | -4% | -0.1% | -0.4 | 55 | 0 | 764 | 14% | i | 25
CCN1CCN(S(=O)(=O)c2cnc(Cl)c(Br)c2)CC1 | 17% | 6% | -1% | -2% | 0.1% | 0.1 | 40 | 17 | 566 | 6% | i | 23
CCOc1cc(C2C(C#N)=C(N)Oc3c2c(=O)oc2ccccc32)ccc1OC(=O)c1cccs1 (stereo unspecified) | -1% | 0% | 15% | 3% | 0.2% | 2.0 | 55 | -2 | 579 | 9% | i | 4
C1CNC2NCCNC2N1 (stereo unspecified) | 2% | 9% | 0% | -6% | 0.6% | x | x | x | x | -14% | x | x
CCCCC(C)C(OC(=O)CC(CC(=O)O)C(=O)O)C(CC(C)CC(O)CCCCC(O)CC(O)C(C)N)OC(=O)CC(CC(=O)O)C(=O)O (stereo unspecified) | 3% | 1% | 4% | 6% | 0.5% | 0.1 | 86 | 16 | 715 | 5% | i | 40
O=P(C(Cl)Cl)(N1CCCCC1)N1CCCCC1 | 3% | 5% | 24% | -2% | 0.0% | 1.6 | 72 | -3 | 754 | 4% | i | 37
O=C(COc1ccccc1)c1cn(Cc2ccccc2)c2ccccc12 | 9% | 7% | -4% | 4% | -0.2% | -2.4 | 55 | -14 | 529 | 6% | i | 26
Cc1ccc(-n2c(C)cc(/C=C3/C(=O)NC(=O)N(C)C3=O)c2C)cc1 | 2% | 15% | 9% | -2% | 1.0% | 1.1 | 95 | 1 | 598 | -4% | i | 63
CC(Cc1ccc(O)cc1)NCC(O)c1cc(O)cc(O)c1 (stereo unspecified) | -44% | 4% | 27% | -2% | -0.1% | x | x | 22 | 657 | 17% | i | 22
Cc1ncc(CNC(=O)N(CCCl)N=O)c(N)n1 | x | 7% | 24% | x | x | -1.9 | 54 | x | x | x | i | 41
COc1ccc(-n2c(O)c(/C(C)=N/N3CCCCCC3)c(=O)[nH]c2=O)cc1 | -3% | x | 6% | 3% | -0.3% | 0.2 | 46 | 5 | 683 | 1% | i | 34
O=c1c2ccccc2nc(C[n+]2ccccc2)n1-c1cccc(C(F)(F)F)c1 | 6% | 8% | 9% | -4% | -0.1% | -0.6 | 99 | 4 | 648 | -9% | i | 60
Cc1nn(Cc2ccccc2Cl)c(C)c1C(=O)OCC(=O)NC1CCS(=O)(=O)C1 (stereo unspecified) | -2% | -2% | 3% | -8% | -0.3% | -0.9 | 36 | 8 | 677 | -7% | i | 50
Cc1[nH]c2ccc(OC(F)(F)F)cc2c1CCNCc1cccc([N+](=O)[O-])c1 | 8% | 16% | 6% | 3% | 0.0% | 8.9 | 68 | -17 | 827 | -12% | i | 52
O=C1CN=C(c2cccs2)c2c(sc3c2CCCC3)N1 | -1% | 1% | 21% | -7% | -2.3% | x | x | x | x | 6% | i | 27
CC[C@H]1CN2CCC1C[C@H]2[C@H](O)c1ccnc2ccc(OC)cc12 (stereo partly specified) | x | 2% | -2% | x | x | 1.6 | 73 | x | x | x | i | 14
O=C(Nc1ccccc1)c1c(O)[nH]c(=S)[nH]c1=O | x | 4% | 11% | x | x | -0.8 | 95 | x | x | x | i | 18
Cc1nc2ccccc2c(=O)n1-c1ccc(Br)cc1[N+](=O)[O-] | 16% | 10% | 10% | 0% | 0.1% | -0.5 | 82 | 5 | 771 | 7% | i | 51
CCOC(=O)c1ccccc1C(=O)OCC | x | 1% | 11% | x | x | -1.5 | 51 | x | x | x | i | 26
CCC(=NCCO)c1c(O)n(-c2ccccc2)c(=O)[nH]c1=O | 4% | 9% | 2% | -12% | -0.2% | 0.0 | 39 | -4 | 697 | -14% | i | 40
O=C(O)c1c[nH]c2ccc(S(=O)(=O)N(CCCl)CCCl)cc12 | 1% | 2% | 51% | -3% | -0.1% | 1.4 | 86 | -13 | 786 | 11% | i | 12
CC(C)N1C(=O)NC(=O)C2(Cc3cc([N+](=O)[O-])ccc3N(C)C2c2ccccc2)C1=O (stereo unspecified) | 12% | 6% | 18% | -2% | -0.2% | 0.5 | 58 | -4 | 630 | 10% | i | 49
COc1ccc(CCC(=O)N2CCC3(CC2)OCCO3)cc1 | -1% | 6% | -1% | -12% | 0.2% | 0.3 | 53 | -1 | 775 | 0% | i | 11
